NR3A LBD binder = modulators (binders) of human NR3A ligand-binding domain; Tm shift relative to glycine control, % at 25 µM; NR3A LBD differential scanning fluorimetry, Tm shift; 0% = protein alone, 100% = glycine-bound protein; 340,000 compounds, 2.5% hits;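 active = melting temperature shift of at least 10% of the positive control shift, at one fixed dose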
A3G deaminase = inhibitors of human APOBEC3G DNA deaminase; 330,000 compounds, 0.28% hits; AID 493012; recombinant A3G, ssDNA deamination FAM/TAMRA fluorescence; Q9HC16; inhibition, % at 20 µM;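 active = inhibition of at least 40% at 20 µM, with no more than 30% in the related APOBEC3A deaminase screen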;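 also: plate controls were DMSO wells with A3G for no effect and wells lacking A3G enzyme for full effect; some compounds called inactive have numbers as strong as hits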
Target sequence (Q9HC16 whole entry, looked up): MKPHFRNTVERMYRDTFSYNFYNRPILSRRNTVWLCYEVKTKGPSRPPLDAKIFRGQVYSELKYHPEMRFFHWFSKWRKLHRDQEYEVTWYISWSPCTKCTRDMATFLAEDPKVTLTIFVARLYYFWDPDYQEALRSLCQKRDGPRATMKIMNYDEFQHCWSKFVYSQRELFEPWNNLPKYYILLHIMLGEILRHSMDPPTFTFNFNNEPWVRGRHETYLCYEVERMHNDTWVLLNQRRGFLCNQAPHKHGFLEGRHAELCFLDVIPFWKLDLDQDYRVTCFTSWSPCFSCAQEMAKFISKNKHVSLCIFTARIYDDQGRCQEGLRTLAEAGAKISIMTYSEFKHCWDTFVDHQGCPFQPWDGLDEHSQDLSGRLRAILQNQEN
Gli-Sufu antag = antagonists of Gli-Sufu signaling | Sufu-KO-LIGHT fibroblasts, Gli luciferase reporter luminescence | inhibition, % at 5 µM | 340,000 compounds, 0.74% hits;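 active = inhibition above about 55%, limit read from the data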;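 also: 0% = DMSO-treated cells and 100% = wells with medium but no cells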
MPTP block = inhibitors of mitochondrial permeability transition pore; isolated mouse mitochondria, Ca2+ swelling absorbance, 30 min; inhibition, % at 10 µM; 360,000 compounds, 1.4% hits; AID 602449;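 active = inhibition of 50% or more, scaled per plate between neutral and stimulator controls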;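 also: 0% = DMSO wells given calcium and 100% = 1 mM EGTA wells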
A3A deaminase = human APOBEC3A DNA deaminase inhibition | P31941 | recombinant A3A, FAM/TAMRA ssDNA deamination fluorescence | inhibition, % at 20 µM | 330,000 compounds, 0.41% hits;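 active = at least 40% inhibition at 20 µM here, with at most 30% in a related deaminase screen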;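 also: plate controls were A3A with DMSO for no effect and wells lacking A3A enzyme for full effect; some results filed as inactive read as strong as hits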
Target sequence (P31941 whole entry, looked up): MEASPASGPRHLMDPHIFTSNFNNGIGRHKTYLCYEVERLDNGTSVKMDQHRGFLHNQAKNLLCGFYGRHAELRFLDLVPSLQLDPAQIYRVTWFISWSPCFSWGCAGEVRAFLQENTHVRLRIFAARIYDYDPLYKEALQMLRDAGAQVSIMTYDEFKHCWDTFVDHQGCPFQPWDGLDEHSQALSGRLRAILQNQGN
CXCR6 inh = inhibitors of human CXCR6 receptor; O00574; CHO-K1 PathHunter CXCR6 beta-arrestin, luminescence; inhibition, % at 20 µM; 360,000 compounds, 0.36% hits; in the data active = inhibition above about 34%, passing the limit was not always enough;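 also: antagonist mode with CXCL16 agonist at 10 nM final; 0% = 10 nM CXCL16 with DMSO and 100% = unstimulated wells without agonist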
EBI2 antag = EBI2 (human) antagonism; P32249; EBI2 beta-arrestin recruitment, luminescence, 7a,25-OHC stimulated; inhibition, % at 5 µM; 360,000 compounds, 0.81% hits; AID 651636; in the data active = inhibition above about 38%;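 also: enzyme fragment complementation signal reports receptor beta-arrestin coupling in cells; 0% = agonist plus DMSO wells and 100% = wells without agonist; some results beyond the cut were filed as inactive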
CCR6 antagonist = antagonists of human CCR6 receptor. P51684. CHO-K1 CCR6 PathHunter beta-arrestin, luminescence, CCL20-stimulated. inhibition, % at 20 µM. 340,000 compounds, 0.49% hits. AID 493098;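 active = compounds whose inhibition of the agonist-driven luminescence signal at 20 µM reaches about 50%, limit read from the data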;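 also: cells stimulated with CCL20 at 14 nM final; plate controls were DMSO with CCL20 for no effect and DMSO without agonist for full effect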
Target sequence (P51684 whole entry, looked up): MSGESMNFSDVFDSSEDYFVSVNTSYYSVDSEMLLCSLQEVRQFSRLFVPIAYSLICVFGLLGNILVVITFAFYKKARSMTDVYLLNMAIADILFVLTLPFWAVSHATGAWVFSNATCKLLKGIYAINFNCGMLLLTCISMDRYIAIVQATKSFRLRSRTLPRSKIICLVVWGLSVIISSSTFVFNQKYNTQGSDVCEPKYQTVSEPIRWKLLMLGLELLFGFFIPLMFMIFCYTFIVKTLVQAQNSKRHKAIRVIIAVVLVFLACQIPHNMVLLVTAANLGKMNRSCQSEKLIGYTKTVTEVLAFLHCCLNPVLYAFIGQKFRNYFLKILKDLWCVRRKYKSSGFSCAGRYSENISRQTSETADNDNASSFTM
* = called active by the depositor; . = not tested or not shown.

SMILES	NR3A LBD binder	A3G deaminase	Gli-Sufu antag	MPTP block	A3A deaminase	CXCR6 inh	EBI2 antag	CCR6 antagonist
O=C(CN1C(=O)NC2(CCOc3ccccc32)C1=O)c1ccc(F)cc1 (centres undefined)	2	-5	-8	0.0	-4	-6	-1	0
NS(=O)(=O)c1ccc2nc(NC(=O)c3ccc4c(c3)OCCO4)sc2c1	-2	8	0	-0.5	-1	8	0	1
COc1ccc(Cn2nnnc2CN2CCN(c3ccc(OC)cc3)CC2)cc1	-2	-4	3	-1.4	-5	2	3	-9
Cc1csc(SCc2ccccc2C(=O)O)n1	4	1	-6	-0.1	5	-1	-12	-6
Fc1ccc(-c2ccc(Nc3cccc(F)c3)nn2)cc1	30*	-7	-37	1.7	4	-5	17	3
CCS(=O)(=O)n1nc(-c2ccc(C)cc2)nc1N	-4	-7	-4	0.2	-2	7	1	-6
Cc1ccc2nc(CSc3nnc(Nc4ccccc4F)s3)cc(=O)n2c1	1	13	0	7.9	18	7	-3	2
CC[n+]1c(/C=C/Nc2ccccc2)sc2ccccc21	1	27	68*	0.9	34	-2	-8	17
NC(=O)NCCCC(=O)OCC(=O)c1ccc2ccccc2c1	-1	-3	-2	0.3	5	-6	-3	9
FC(F)(F)c1ccc(N2CCN(Cc3ccc4c(c3)OCO4)CC2)nc1	3	-3	-1	1.3	-4	2	-16	18
COC(=O)c1ccc(NC(=O)CCN2C(=O)C3C4CCC(C4)C3C2=O)cc1 (centres undefined)	2	-5	-13	-0.1	-3	-2	-12	-5
COc1cc(OC)cc(C(=O)NC(C(=O)Nc2ccc3c(c2)CCC3)C(C)C)c1 (centres undefined)	-1	-4	-9	-0.2	0	7	9	1
CC(=O)N(C(C)=O)n1c(/C=C/c2cccc([N+](=O)[O-])c2)nc2ccccc2c1=O	0	0	-5	-2.2	5	1	0	-6
CC(=O)Nc1ccc(OCC(=O)c2ccc(C)cc2C)cc1	-1	-6	26	-1.5	-2	-6	0	-11
COc1ccc(Cl)cc1NC(=O)NC(C)C	3	-5	-3	1.3	-4	-6	2	6
c1ccc(CCn2nnnc2CN2CCc3ccccc32)cc1	-2	-3	1	-0.6	0	-14	11	17
O=C(NCc1ccco1)C1CN(S(=O)(=O)c2ccccc2)CCN1S(=O)(=O)c1ccccc1 (centres undefined)	0	-5	-1	2.9	-3	7	-7	2
O=C(NCc1cccc(F)c1)c1noc2c1CCCC2	1	-11	-4	1.0	-2	-1	-1	-3
COc1ccc(OC)c(/C=N/NC(=S)NCCc2ccccc2)c1	-9	.	7	2.3	.	12	13	20
CC(CCC(=O)NN)C1CCC2C3CCC4CC(O)CCC4(C)C3CCC12C (centres undefined)	-2	.	-12	-2.4	.	0	14	6
CC(C)[C@H](NC(=O)[C@@H]1Cc2c([nH]c3ccccc23)C2c3ccccc3C(=O)N21)C(=O)NCC1CCCO1 (some centres undefined)	0	-8	-2	-0.9	3	6	-13	4
CCc1[nH]c(=O)c(C#N)c2c1CCCC2	0	-3	51	-0.8	-2	-3	-5	0
CN(C)C(=O)Nc1ccccc1CC[N+](=O)[O-]	-1	4	1	-0.6	0	2	-9	4
COc1ccccc1C(C)NS(=O)(=O)c1ccc(Cl)nc1 (centres undefined)	0	-7	-5	-1.2	-2	-6	-2	3
COc1cccc(/C=C(/C#N)c2ccc(Cl)cc2)c1OCc1cccc(C(=O)O)c1	-9	-8	6	0.5	1	6	-17	9
O=S(=O)(NC1CC2CCC1C2)c1ccc(Br)cc1 (centres undefined)	-4	2	-24	0.1	0	-10	0	16
O=C(Cn1cc2c(n1)CCCCC2)NCc1ccccc1	-2	2	-6	-0.6	6	2	-4	5
CC1(C(=O)O)CCC(C(=O)NC2CCCCCC2)C1(C)C (centres undefined)	2	-1	-1	-0.1	3	2	-5	-6
C=CCNC(=S)Nc1ccc(C)c(S(=O)(=O)N2CCCCC2)c1	-2	-3	0	18	-9	-3	-2	6
Cc1ccsc1C(=O)N1CCCC(N(C)Cc2ccccc2)C1 (centres undefined)	-3	-11	-5	1.0	-4	0	11	5
CCN1CCN(C(CNS(=O)(=O)c2ccc(Br)cc2)c2cccnc2)CC1 (centres undefined)	7	-4	6	-0.7	-2	6	-8	-5
COc1ccc2[nH]c3c(c2c1)CCN1C(=O)N([C@@H](C)C(=O)NC2CC2)C(=O)[C@]31C	0	-9	6	-0.6	-4	-3	-1	0
CC(=O)N1[C@H](Cc2ccccc2)C=C[C@]1(C)C(=O)NCc1ccc(C)o1	-1	-4	6	-1.8	-7	4	-11	-6
Cc1cc([N+](=O)[O-])nn1CC(=O)Nc1ccc(Cc2ccncc2)cc1	-3	-3	-14	0.6	1	4	1	-3
COc1ccc(-n2nc(C(=O)NCC(=O)NC3CCCCC3)c3ccccc3c2=O)c(OC)c1	0	-12	-7	-0.7	-3	-3	3	10
O=C(NNS(=O)(=O)c1ccccc1)c1ccc([N+](=O)[O-])cc1	-4	-8	-22	-1.5	-6	2	0	9
O=c1c2ccccc2n2nnnc2n1-c1ccccc1	-2	-3	3	0.5	-2	12	9	-4
O=C1C(=Cc2ccco2)C(=O)c2ccccc21	3	12	7	1.9	10	7	-7	25
CCOc1ccc(CCN2C(=S)N([C@@H](CC(C)C)CN3CCCC3CN3C(=S)NC[C@@H]3Cc3ccc(O)cc3)C[C@@H]2CC(C)C)cc1 (some centres undefined)	12*	.	-3	1.2	.	-6	9	-4
CC(=O)c1c(C)[nH]c(C(=O)CSc2nnc(N)s2)c1C	-1	-10	-4	-1.0	-1	-3	10	10
Cc1ccc([N+](=O)[O-])cc1NC(=O)Nc1ccc(S(N)(=O)=O)cc1	-10	-4	-2	1.3	-4	-6	8	23
O=C(NCC(F)(F)F)Nc1ncccn1	2	-1	0	2.5	-2	8	-8	7
COc1cc(OC)c(NC(=O)c2ccco2)cc1Cl	-1	-9	0	-0.8	-7	3	0	7
CCc1nc2ccccc2c(C(=O)Nc2cccc(C)c2)c1C	-1	2	-11	-1.1	-6	-8	-3	14
Cc1ccc(-c2nn(CC(=O)O)c(=O)c3ccccc23)cc1	1	-9	-2	-0.4	-6	-1	1	1
CN(c1nnc(N)s1)C1CCCCC1	0	-1	3	-2.0	3	0	-10	0
CSc1cccc(NC(=S)N(CCC(C)C)C(C)c2ccncc2)c1 (centres undefined)	-1	-5	4	3.3	0	-3	3	11
CN(C)S(=O)(=O)c1cccc(NC(=S)NCc2ccc3c(c2)OCO3)c1	-5	-1	2	3.5	3	-6	2	-10
Cc1ccc(N2CCN(c3cc(C)nc4nc(C)nn34)CC2)c(C)c1	0	-6	2	-1.4	-3	-8	1	-7
O=C(CNS(=O)(=O)c1ccc(F)cc1)N1CCN(c2ccc(F)cc2)CC1	1	3	1	0.4	6	-2	-3	7
CCOC(=O)N1CCN(C(=O)N2CCOCC2)CC1	-4	-5	-10	-0.8	-4	6	-1	-6
O=C(Nc1ccc(NC(=O)c2cccnc2)cc1)c1ccccc1	-2	-6	-11	-1.7	-1	-1	-6	9
Cc1ccc2sc(NNC(=O)C3COc4ccccc4O3)nc2c1C (centres undefined)	-10	-2	-21	2.1	-2	-9	-4	-3
CC(Sc1nnc(-c2ccccc2F)n1C1CC1)C(N)=O (centres undefined)	0	-6	-4	0.8	1	-3	5	7
Cc1ccc(N(CC(O)Cn2nc(C)cc2C)S(=O)(=O)c2ccc3ccccc3c2)cc1 (centres undefined)	-4	-7	0	0.7	-4	7	11	5
COc1ccc(OCc2n[nH]c(=S)n2-c2ccc(C)cc2)cc1	0	8	2	1.2	-3	1	5	-7
Cc1cccc(Oc2cc(N)cc([N+](=O)[O-])c2)c1	-33	-6	2	1.8	-4	0	15	28
Cn1c(CCN2CCCC2)nc2cc(NS(=O)(=O)c3ccc(Cl)cc3)ccc21	-1	-5	16	-1.9	-2	-14	-5	11
COc1ccc2c(Cl)c(-c3nnc4n3CCCCC4)sc2c1	-2	-7	0	-2.6	-3	3	10	-9
COc1cc(C)c(Cl)cc1S(=O)(=O)NCCN1CCOCC1	3	-7	3	-0.1	-3	4	-1	-12

14 of the compounds above, as comma-separated lines:
Molecule,NR3A LBD binder,A3G deaminase,Gli-Sufu antag,MPTP block,A3A deaminase,CXCR6 inh,EBI2 antag,CCR6 antagonist
CC(=O)N1[C@H](Cc2ccccc2)C=C[C@]1(C)C(=O)NCc1ccc(C)o1,-1,-4,6,-1.8,-7,4,-11,-6
Cc1cc([N+](=O)[O-])nn1CC(=O)Nc1ccc(Cc2ccncc2)cc1,-3,-3,-14,0.6,1,4,1,-3
COc1ccc(-n2nc(C(=O)NCC(=O)NC3CCCCC3)c3ccccc3c2=O)c(OC)c1,0,-12,-7,-0.7,-3,-3,3,10
O=C(NNS(=O)(=O)c1ccccc1)c1ccc([N+](=O)[O-])cc1,-4,-8,-22,-1.5,-6,2,0,9
O=c1c2ccccc2n2nnnc2n1-c1ccccc1,-2,-3,3,0.5,-2,12,9,-4
O=C1C(=Cc2ccco2)C(=O)c2ccccc21,3,12,7,1.9,10,7,-7,25
CCOc1ccc(CCN2C(=S)N([C@@H](CC(C)C)CN3CCCC3CN3C(=S)NC[C@@H]3Cc3ccc(O)cc3)C[C@@H]2CC(C)C)cc1 (some centres undefined),12*,.,-3,1.2,.,-6,9,-4
CC(=O)c1c(C)[nH]c(C(=O)CSc2nnc(N)s2)c1C,-1,-10,-4,-1.0,-1,-3,10,10
Cc1ccc([N+](=O)[O-])cc1NC(=O)Nc1ccc(S(N)(=O)=O)cc1,-10,-4,-2,1.3,-4,-6,8,23
O=C(NCC(F)(F)F)Nc1ncccn1,2,-1,0,2.5,-2,8,-8,7
COc1cc(OC)c(NC(=O)c2ccco2)cc1Cl,-1,-9,0,-0.8,-7,3,0,7
CCc1nc2ccccc2c(C(=O)Nc2cccc(C)c2)c1C,-1,2,-11,-1.1,-6,-8,-3,14
Cc1ccc(-c2nn(CC(=O)O)c(=O)c3ccccc23)cc1,1,-9,-2,-0.4,-6,-1,1,1
CN(c1nnc(N)s1)C1CCCCC1,0,-1,3,-2.0,3,0,-10,0

Additional structures follow:
SMILES	NR3A LBD binder	A3G deaminase	Gli-Sufu antag	MPTP block	A3A deaminase	CXCR6 inh	EBI2 antag	CCR6 antagonist
CC(C)Nc1nc(NC(C)C)nc(N(C)n2cnnc2)n1	-1	5	1	-0.7	41*	-2	-2	-10
CCOc1ncccc1C(=O)OCC(=O)Nc1ccc2c(c1)OCO2	-2	-1	-2	2.3	-1	1	-6	19
Cc1ccc(NC(=O)C2CCN(S(=O)(=O)c3ccc(F)cc3)CC2)cc1	3	-5	-4	4.9	-2	3	4	8
O=C(CSc1cccs1)Nc1ccc2ccccc2c1	5	0	-29	9.6	0	-8	21	10
CC(C)C(c1nnnn1C1CCCCC1)N1CCOCC1 (centres undefined)	-1	-6	7	-1.4	-1	-7	0	2
O=C(c1c(F)cccc1F)N1CCC(O)(c2ccc(F)cc2)CC1	-3	-6	-3	-1.2	-3	6	-24	7
Cc1ccc(C(C)C)c(OCCOCCN2CCNCC2)c1	-1	-6	4	3.0	-3	-6	0	4
O=C(Nc1nnc(C2CCCCC2)s1)c1cccs1	-2	-2	.	0.2	3	-6	0	16
O=C(c1ccco1)N1CCN(C(=O)c2ccc(CS(=O)c3cccc(Cl)c3)o2)CC1 (centres undefined)	3	-10	-4	-1.8	-6	7	-11	8

Screens as filed in PubChem.
